# Screening data deposited in PubChem by Broad Institute.
# SIRT5 block: sirtuin-5 (human) deacylase inhibition; Q9NXA8; Purified SirT5, succinyl-peptide AMC, trypsin-coupled fluorescence; inhibition, % at 15 µM; 1.1% of 330,000 active; AID 652115; in the data active means inhibition above about 15%; inconclusive means no clear call, values can overlap the other calls
# Target sequence (Q9NXA8 whole entry, looked up): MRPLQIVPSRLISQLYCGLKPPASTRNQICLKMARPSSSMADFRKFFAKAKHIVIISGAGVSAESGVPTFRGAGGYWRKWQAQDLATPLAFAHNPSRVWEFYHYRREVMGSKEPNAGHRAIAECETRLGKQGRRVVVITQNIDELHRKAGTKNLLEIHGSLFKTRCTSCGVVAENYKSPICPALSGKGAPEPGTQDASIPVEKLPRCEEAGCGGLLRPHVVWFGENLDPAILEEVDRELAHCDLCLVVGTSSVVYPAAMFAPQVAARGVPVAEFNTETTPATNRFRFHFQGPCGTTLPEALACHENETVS
# ERAP1 inh: ERAP1 (human) enzyme inhibition. recombinant ERAP1, Leu-AMC fluorescence, 60 min. inhibition, % at 10.7 µM. 0.15% of 340,000 active. AID 652197;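 active means mean replicate inhibition of at least 30%, or all replicates individually reaching that 30% level; inactive means mean below 30% and not every replicate reaching it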;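 further: 0% = neutral control wells and 100% = L-leucinethiol positive control wells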
# CASP6 VEID inh: caspase-6 (human) enzyme inhibition; purified caspase-6, Z-VEID-R110 cleavage fluorescence; inhibition, % at 12.5 µM; 0.53% of 350,000 active; AID 686996;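 active means mean inhibition across replicates at least about 35%, with every replicate also reaching that limit, limit read from the data; inconclusive means only one of the two criteria met; inactive means neither criterion met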;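 further: 0% = median of neutral control wells and 100% = no fluorescence left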
# Target sequence (P55212 24-179 limits assumed): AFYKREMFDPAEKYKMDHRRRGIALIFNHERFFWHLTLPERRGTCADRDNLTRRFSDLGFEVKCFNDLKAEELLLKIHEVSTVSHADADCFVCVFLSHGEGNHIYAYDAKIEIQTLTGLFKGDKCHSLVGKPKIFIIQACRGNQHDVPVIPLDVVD
# Target sequence (P55212 194-293 limits assumed): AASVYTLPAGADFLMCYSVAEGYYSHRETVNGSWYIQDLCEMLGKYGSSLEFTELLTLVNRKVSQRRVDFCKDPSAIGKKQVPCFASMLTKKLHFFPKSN
# DENV2 CPE rescue: protects cells from dengue virus 2 cytopathic effect | DENV2-infected cells, cytopathic effect rescue, plate reader | CPE inhibition, % at 9.99 µM | 1.7% of 350,000 active; in the data active means CPE inhibition above about 20%, passing the limit was not always enough; inconclusive means no clear call, values can overlap the other calls; tested in BHK-21 cells;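 further: 0% = median of neutral control wells and 100% = median of positive control wells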
# CFTR F508del cor: correctors of CFTR F508del function in bronchial epithelial cells; 0.36% of 350,000 active; activity (quench increase), % at 7.58 µM; AID 720511; CFBE cells, YFP halide quenching; stimulated with forskolin plus potentiator P3; % fluorescence drop versus neutral controls;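 active means mean added fluorescence quench of at least 8% versus neutral control, with both replicates also reaching 8%; inconclusive means only one of the mean or replicate conditions met; inactive means mean below 8% and not both replicates reaching 8%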;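 further: cells transiently co-express mutant CFTR-F508del with the halide-sensitive YFP; corrector assay measuring rescue of mutant channel to the surface after 24 h compound exposure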
# ERp5 block: blocks human ERp5 reductase activity on insulin; Q15084; ERp5 insulin aggregation, absorbance 650 nm, 90 min; inhibition, % at 9.99 µM; 0.05% of 350,000 active; AID 651711;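 active means mean replicate inhibition above about 25%, with every replicate also reaching it, limit read from the data, passing the limit was not always enough; inconclusive means only one of those two criteria met; inactive means neither criterion met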
# Target sequence (Q15084 whole entry, looked up): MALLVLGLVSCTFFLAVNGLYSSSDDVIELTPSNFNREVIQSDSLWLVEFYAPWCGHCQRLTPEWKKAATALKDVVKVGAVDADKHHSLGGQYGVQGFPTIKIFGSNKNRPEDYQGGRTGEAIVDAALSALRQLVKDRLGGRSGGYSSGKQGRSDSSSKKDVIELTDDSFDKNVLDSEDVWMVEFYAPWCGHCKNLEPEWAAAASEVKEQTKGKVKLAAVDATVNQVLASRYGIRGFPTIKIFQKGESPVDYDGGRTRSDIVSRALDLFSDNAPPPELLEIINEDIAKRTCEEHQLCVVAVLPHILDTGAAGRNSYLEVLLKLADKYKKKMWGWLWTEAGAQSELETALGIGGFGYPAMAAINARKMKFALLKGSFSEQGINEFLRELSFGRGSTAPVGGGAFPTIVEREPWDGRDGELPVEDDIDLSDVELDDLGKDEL
# miR-122 sensor: inhibitors of miR-122 in Huh7 cells. Huh7 miR-122 Renilla luciferase sensor, 48 h; neutral wells = 0, positive control = 100. activation (reporter increase), % at 12.5 µM. 0.3% of 340,000 active. AID 602342;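 active means mean replicate activation score at least 90 and every replicate individually at or above 90; inconclusive means only one of the two criteria met; inactive means neither criterion met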;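 further: higher luciferase means less miR-122 activity so hits act as miR-122 inhibitors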
# The depositor's hits bear a star; ? = inconclusive; · = no result given; [ ] = dose if it differs, or a comment.
1. CCOc1ccc(S(=O)(=O)NCCC(=O)Nc2nnc(C)s2)cc1
2. CC(=O)OC(C)C[N+](C)(C)C (configuration not stated)
3. Cc1nn(-c2ccccc2)c(C)c1/C=N/NC(=O)c1cccs1
4. CCOC(=O)NC(=O)CSc1ccc(S(=O)(=O)N(C)C2CCCCC2)cn1
5. CO[C@H]1CN(C)C(=O)c2ccc(NS(=O)(=O)c3ccccc3C)cc2OC[C@@H](C)N(C)C[C@H]1C
6. COc1cccc(CN(C)CC2CCCN(CCc3ccccc3C)C2)c1 (configuration not stated)
entry no. | 1 | 2 | 3 | 4 | 5 | 6
miR-122 sensor | 9 | -4 | 0 | -6 | · | -2
CASP6 VEID inh | 3 | 1 | 0 | 2 | -7 | -3
SIRT5 block | 0 | 2 | 1 | -1 | 0 | -3
ERAP1 inh | 0 | 0 | -1 | 3 | -3 | 1
ERp5 block | -1 | 6 | -1 | -5 | 4 | 2
DENV2 CPE rescue | 4 | 1 | ? | 12 | -3 | -6
CFTR F508del cor | 1.7 | -6.9 | -0.9 | -5.5 | 0.6 | 0.9

7. N#Cc1cc2[nH]c3ccccc3c2[n+](-c2ccc([N+](=O)[O-])cc2)c1N
8. O=C(CC1C(=O)NCCN1CCCc1ccccc1)NCCc1ccccc1F (configuration not stated)
9. CCCc1nc2c(sc3nc4c(cc32)COC(C)(C)C4)c(=O)n1CCN(C)C
10. CCc1nnc(NC(=O)C2(C)COC(c3ccccc3)OC2)s1 (configuration not stated)
11. O=S(=O)(N[C@H]1CC[C@@H](CCn2cc(-c3cccnc3)nn2)O[C@@H]1CO)c1ccc(Cl)cc1
12. CNc1cncc(-c2cccc(OC)c2F)n1
entry no. | 7 | 8 | 9 | 10 | 11 | 12
miR-122 sensor | 7 | -6 | · | · | · | -4
CASP6 VEID inh | 2 | 2 | -3 | 2 | 0 | 0
SIRT5 block | 2 | 2 | 0 | 3 | 0 | ·
ERAP1 inh | 8 | 2 | -2 | 0 | 0 | -33
ERp5 block | -1 | -6 | 4 | -1 | -2 | -2
DENV2 CPE rescue | 0 | 1 | · | -6 | -3 | 3
CFTR F508del cor | 5.8 | 4.8 | -1.9 | -0.4 | -0.1 | -4.7

13. CCN(CC)C(=O)n1cnc(-c2ccccc2)c1-c1ccccc1
14. COc1ccc(CC(=O)OCC(=O)c2ccc(F)cc2)cc1
15. O=C(N/N=C/c1ccc(F)cc1)c1c(O)c2ccccc2[nH]c1=O
16. CCCNC(=O)[C@@H]1[C@@H](CO)[C@@H]2Cn3c(cccc3=O)[C@@H]2N1C(=O)C1CC1
17. COCCC(=O)N1CCC(n2nccc2NC(=O)CCc2ccccc2)CC1
18. O=C(NCC(F)(F)F)[C@H]1[C@H](CO)[C@H]2Cn3c(cccc3=O)[C@@H]1N2CC1CCCC1
entry no. | 13 | 14 | 15 | 16 | 17 | 18
miR-122 sensor | · | 5 | · | · | -3 | ·
CASP6 VEID inh | 3 | -2 | -1 | -1 | 1 | 1
SIRT5 block | -2 | 2 | -2 | -1 | -2 | -1
ERAP1 inh | 2 | 1 | 1 | -5 | 0 | -2
ERp5 block | 3 | 14 | 6 | 6 | 6 | 2
DENV2 CPE rescue | -4 | 12 | -7 | -2 | 0 | 2
CFTR F508del cor | · | 3.0 | · | 2.5 | -0.8 | -0.2

19. CO[C@@H](CN(C)C(=O)c1cnccn1)[C@H](C)CN([C@@H](C)CO)S(=O)(=O)c1ccc(F)cc1
20. Cc1cc(C(=O)COC(=O)c2cc(Cl)ccc2N)c(C)n1Cc1ccco1
21. C[C@H](CO)N1C[C@H](C)[C@H](CN(C)Cc2cncnc2)Oc2cc(C#C[C@@H](C)O)ccc2S1(=O)=O
22. CCCOc1ccc(C(=O)Nc2c[nH]c(=O)[nH]c2=O)cc1
23. CN(c1ccccc1)S(=O)(=O)c1ccc(C(=O)Nc2nnc(C3CC3)o2)cc1
24. Cc1c(C(=O)O)cnc2c([N+](=O)[O-])cnn12
entry no. | 19 | 20 | 21 | 22 | 23 | 24
miR-122 sensor | · | · | -2[16.7 µM] | 0 | · | -3
CASP6 VEID inh | -2 | 1 | -1 | -3 | 0 | 4
SIRT5 block | 1 | 2 | 10 | 0 | 0 | -1
ERAP1 inh | 1 | -3 | -2 | -1 | -4 | 8
ERp5 block | 2 | 1 | 5 | 4 | 0 | -1
DENV2 CPE rescue | 27* | 10 | -2 | -2 | 4 | -2
CFTR F508del cor | 1.7 | -0.2 | 0.4 | -1.7 | 2.0 | 0.0

25. O=C1/C(=C/c2ccncc2)SC(=S)N1Cc1ccccc1
26. O=C(C[C@@H]1CC[C@H](NC(=O)Nc2cc(F)ccc2F)[C@H](CO)O1)NCc1ccncn1
27. NC(=O)c1cc2ccccc2o/c1=N/NC(=O)c1cccs1
28. CCNC(=S)N/N=C/c1ccc(F)cc1
29. CCC(CC)C(=O)Nc1cccc(-c2ccc3nncn3n2)c1
30. COC(=O)C1(Cc2cc(-c3ccccc3)no2)CCN(C(=O)OC(C)(C)C)CC1
entry no. | 25 | 26 | 27 | 28 | 29 | 30
miR-122 sensor | · | · | 2 | · | -9 | -5
CASP6 VEID inh | 0 | 1 | -4 | 1 | -2 | -2
SIRT5 block | -2 | -3 | · | -1 | 1 | ·
ERAP1 inh | -3 | -4 | · | -3 | 0 | 2
ERp5 block | · | -2 | 1 | 3 | -2 | -3
DENV2 CPE rescue | 0 | 7 | -5 | -6 | 4 | ·
CFTR F508del cor | 1.4 | -1.3 | 2.6 | -0.2 | -2.0 | -0.9

31. COc1ccc(C(=O)Nn2c(CCC(=O)O)ccc2-c2ccc(C)cc2)cc1OC
32. CCOc1ccc(S(=O)(=O)NCCC(=O)OCC(=O)c2ccc[nH]2)cc1
33. O=C(Nc1cccc(S(=O)(=O)NC2=NCCCCC2)c1)c1cc(-c2ccco2)nc2ccccc12
34. CCC/C=C/c1ccc(CN2C(C(C)C)C(=O)N(Cc3cn(Cc4ccco4)nn3)CCS2(=O)=O)cc1 (configuration not stated)
35. Cc1ccc(CSc2nnc(SCC(=O)N/N=C/c3ccc(C(=O)O)cc3)s2)cc1
36. Cc1ccc2nc(N3CCC(C(=O)O)CC3)nc(-c3ccccc3)c2c1
entry no. | 31 | 32 | 33 | 34 | 35 | 36
miR-122 sensor | · | · | 17 | -18 | -3 | -4
CASP6 VEID inh | 6 | -1 | -1 | 8 | 8 | 0
SIRT5 block | -3 | -3 | 0 | -3 | 0 | 4
ERAP1 inh | 6 | 8 | -4 | · | -2 | 4
ERp5 block | -1 | -6 | 0 | 15 | -3 | 4
DENV2 CPE rescue | 2 | -6 | -4 | 7 | -7 | ·
CFTR F508del cor | 2.7 | -1.4 | 4.0 | -1.2 | -0.9 | ·

37. NNc1nc(-c2ccccc2)c2cc(Br)ccc2n1
38. CCOC(=O)C1(CC2CC2)CCN(Cc2ccc(OC)cc2F)CC1
39. COC(=O)c1ccc(C(=O)OC)c(NC(=O)COC(=O)CCOc2ccc(C)cc2)c1
40. CS(=O)(=O)c1ccc(Cl)c(NC(=O)COC(=O)CCN2C(=O)C3CC=CCC3C2=O)c1 (configuration not stated)
41. COc1ccccc1C(=O)NC(=O)COC(=O)CCOc1ccc(C)cc1
42. O=[N+]([O-])c1ccc(-c2csc(N/N=C/c3cccnc3)n2)cc1
entry no. | 37 | 38 | 39 | 40 | 41 | 42
miR-122 sensor | -9 | · | · | 0 | · | ·
CASP6 VEID inh | 17 | 2 | -1 | 0 | 10 | 9
SIRT5 block | 1 | -3 | -6 | 0 | -5 | 1
ERAP1 inh | 2 | 1 | 2 | 2 | -1 | -3
ERp5 block | 1 | -10 | 1 | 9 | -1 | 1
DENV2 CPE rescue | -3 | 7 | 15 | -9 | -13 | -7
CFTR F508del cor | 3.0 | 0.3 | 2.2 | -3.9 | 3.6 | 2.0

43. O=C(Cc1ccccc1)N/N=C/c1cccc([N+](=O)[O-])c1
44. COCCN(C(=O)CSc1nc2ccc(C)cc2[nH]1)c1c(N)n(Cc2ccccc2)c(=O)[nH]c1=O
45. COC(=O)N(C)C[C@@H]1OCc2ccccc2-c2ccccc2C(=O)N([C@H](C)CO)C[C@H]1C
46. CCOc1cc(N2CCOCC2)c(OCC)cc1NC(=O)c1ccccc1
47. COc1ccc(CN(C)C[C@@H]2OCCCC[C@@H](C)Oc3ccc(NC(=O)c4ccncc4)cc3C(=O)N([C@@H](C)CO)C[C@@H]2C)cc1
48. Fc1ccc(NC(=S)NCCc2ccccn2)cc1
entry no. | 43 | 44 | 45 | 46 | 47 | 48
miR-122 sensor | · | 4 | · | -4 | 11[16.7 µM] | ·
CASP6 VEID inh | 1 | 0 | -1 | 0 | -1 | -3
SIRT5 block | -1 | 0 | 3 | -3 | 1 | -4
ERAP1 inh | 5 | -2 | 3 | -1 | 3 | 0
ERp5 block | 5 | -2 | 0 | -4 | -2 | -6
DENV2 CPE rescue | · | · | 1 | -10 | 8 | -4
CFTR F508del cor | -4.0 | 1.1 | 0.5 | 3.5 | 0.0 | -1.8

49. Cc1onc(-c2ccccc2Cl)c1C(=O)Nc1ccc(Cl)cn1
50. O=c1c2c(ncn2C2CCCC2)n(Cc2ccccc2)c(=O)n1CCOc1ccccc1
51. C[C@@H]1CN([C@@H](C)CO)C(=O)c2cc(-c3ccc(F)cc3)cnc2O[C@@H]1CN(C)C(=O)Cc1ccccc1
52. O=C1SC(c2ccccc2)=C/C1=C\N1CCCCC1
53. CCC(=O)N1C[C@H](O)COC[C@H]2O[C@@H](CC(=O)NC)CC[C@@H]21
54. CC1CCCN(CC(=O)Nc2ccc(S(=O)(=O)N3CCCCCC3)cc2)C1 (configuration not stated)
entry no. | 49 | 50 | 51 | 52 | 53 | 54
miR-122 sensor | · | · | 9[16.7 µM] | -1 | 2[16.7 µM] | 9
CASP6 VEID inh | 2 | -3 | 4 | -1 | -1 | 0
SIRT5 block | 2 | · | 3 | -5 | 5 | -4
ERAP1 inh | -1 | -1 | 0 | 1 | 0 | -4
ERp5 block | -4 | -1 | -5 | -4 | -2 | -5
DENV2 CPE rescue | 0 | -5 | 19 | 0 | 3 | ·
CFTR F508del cor | 0.9 | 1.7 | -3.2 | 0.7 | 0.3 | ·

55. COc1ccc(C(C(=O)NC(C)(C)C)N(Cc2ccco2)C(=O)CCC(=O)Nc2ccccn2)cc1 (configuration not stated)
56. COc1ccc(OC)c(C2C(C(=O)c3ccccc3)=C(C)Nc3nc4ccccc4n32)c1 (configuration not stated)
57. COC(=O)C[C@H]1CC[C@@H]2[C@@H](COc3ccc(NC(=O)c4ccc(C(F)(F)F)cc4)cc3C(=O)N2C)O1
58. Cc1ccccc1C(=O)N1CCN(c2ccc(NC(=O)c3ccc4c(c3)OCO4)cc2)CC1
59. O=C(O)c1ccccc1C(=O)Nc1ccc(Nc2ccc([N+](=O)[O-])cc2[N+](=O)[O-])cc1
60. Cc1ccc(NC(=O)C(c2ccccc2)c2ccccc2)c(O)c1
entry no. | 55 | 56 | 57 | 58 | 59 | 60
miR-122 sensor | · | -6 | -14[16.7 µM] | · | -1 | 7
CASP6 VEID inh | 1 | -1 | -1 | 1 | 1 | 5
SIRT5 block | 2 | 1 | 2 | -4 | 0 | 2
ERAP1 inh | -2 | 1 | -3 | 1 | 0 | -3
ERp5 block | 6 | -2 | -1 | -8 | 0 | 0
DENV2 CPE rescue | 0 | -8 | 17 | -2 | 4 | 5
CFTR F508del cor | -0.8 | 0.6 | 1.3 | -2.5 | 3.4 | -0.9

61. Cc1ccccc1C(=O)NC(CC(C)C)C(=O)NN1C(=O)c2ccccc2C1=O (configuration not stated)
62. COc1ccccc1NC(=O)N1CC[C@@H]2[C@H]1c1cc(C#Cc3cccc(F)c3)ccc1N(C)[C@@H]2CO
63. COc1ccc(N(CC(=O)NC2CCCC2)C(=O)Cn2nnc(-c3ccc(F)cc3)n2)cc1
64. COc1ccc(CNC(=O)COC(=O)C(CCSC)NC(=O)c2ccco2)cc1OC (configuration not stated)
entry no. | 61 | 62 | 63 | 64
miR-122 sensor | · | 0[16.7 µM] | -9 | ·
CASP6 VEID inh | -4 | 1 | 2 | -1
SIRT5 block | -2 | 4 | 3 | -1
ERAP1 inh | -1 | 1 | -1 | -3
ERp5 block | 2 | 6 | 2 | -2
DENV2 CPE rescue | · | -2 | ? | 2
CFTR F508del cor | -2.4 | 5.2 | 0.0 | -2.6
